Mtb BioA inh = M. tuberculosis BioA enzyme inhibitors, primary screen, biochemical, plate reader, single point, HTS; 7,8-diaminopelargonic acid synthase BioA (Mycobacterium tuberculosis); purified M. tuberculosis BioA enzyme; inhibition, % at 9.99 µM; actives 0.096% (n = 360,000); AID 602481, 2012; in the data active means inhibition above about 40%
BH1578 lux ind = inducers of Vibrio cholerae quorum light production without autoinducers, primary screen, BH1578 luxS cqsA deficient, single point; V. cholerae BH1578 lux reporter, luminescence, 6 h; activation, % at 18.7 µM; actives 0.16% (n = 350,000); AID 588436, 2011; in the data active means activation mostly above about 9.7%, no sharp cut-off; further: not every result past the cut was called active; inactives centre near 0; reference of the scale not given here
GDH-TPI inh = GDH-TPI coupling enzyme inhibitors, primary screen, artefact control for M. tuberculosis FBA inhibitor project, biochemical, absorbance, full deck; GDH-TPI coupled enzyme counterscreen, NADH absorbance; inhibition, % at 4.8 µM; actives 1.2% (n = 360,000); AID 588335, 2011; in the data active means inhibition above about 30%;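 further: 0% = DMSO wells and 100% = wells lacking the enzyme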
SARS 3CLpro inh = SARS-CoV 3CLpro protease inhibitors, primary screen, biochemical, quenched FRET; Replicase polyprotein 1ab (Severe acute respiratory syndrome coronavirus), P0C6X7; recombinant SARS-CoV 3CLpro, quenched FRET peptide cleavage; inhibition, % at 6 µM; actives 0.14% (n = 290,000); in the data active means inhibition above about 12%
Mtb FBA inh = Mtb FBA enzyme inhibitors, primary screen, biochemical, fluorescence, strain H37Rv. Fructose-bisphosphate aldolase (Mycobacterium tuberculosis (strain ATCC 25618 / H37Rv)), …. purified M. tuberculosis FBA, fluorescence read-out. inhibition, % at 1 µM. actives 2.3% (n = 360,000); in the data active means inhibition above about 27%;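 further: 0% = vehicle and 100% = reference inhibitor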
Target sequence (P9WQA3 whole entry, looked up): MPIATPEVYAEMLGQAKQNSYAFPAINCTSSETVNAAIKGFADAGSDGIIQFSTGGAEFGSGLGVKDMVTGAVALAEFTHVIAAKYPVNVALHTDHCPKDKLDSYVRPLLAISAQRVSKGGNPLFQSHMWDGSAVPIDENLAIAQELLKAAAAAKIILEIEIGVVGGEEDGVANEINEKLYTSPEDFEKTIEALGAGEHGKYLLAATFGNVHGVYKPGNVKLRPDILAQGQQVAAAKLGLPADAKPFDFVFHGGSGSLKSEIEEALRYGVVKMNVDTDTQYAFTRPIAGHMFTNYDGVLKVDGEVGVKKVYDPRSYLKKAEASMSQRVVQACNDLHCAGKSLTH
DUSP3 inh = VHR1 phosphatase inhibitors, primary screen, biochemical, absorbance, uHTS | Dual specificity protein phosphatase 3 (Homo sapiens), P51452 | recombinant VHR phosphatase, pNPP absorbance | inhibition, % at 13.3 µM | actives 0.52% (n = 290,000); in the data active means inhibition above about 50%; further: some compounds called inactive have numbers as strong as hits
Target sequence (P51452 whole entry, looked up): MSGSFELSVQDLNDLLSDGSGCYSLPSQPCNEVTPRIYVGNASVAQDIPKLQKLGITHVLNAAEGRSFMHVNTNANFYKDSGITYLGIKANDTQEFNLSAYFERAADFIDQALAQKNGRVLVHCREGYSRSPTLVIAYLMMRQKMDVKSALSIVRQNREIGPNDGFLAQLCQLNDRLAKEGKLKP
MazF activator = activators of E. coli MazEF toxin-antitoxin RNase, primary screen, biochemical, fluorescence, uHTS. Endoribonuclease toxin MazF (Escherichia coli (strain K12)), P0AE70. FAM/BHQ RNA-DNA oligo cleavage fluorescence, 5 h. activation, % at 20 µM. actives 0.32% (n = 350,000); in the data active means activation above about 50%
Target sequence (P0AE70 whole entry, looked up): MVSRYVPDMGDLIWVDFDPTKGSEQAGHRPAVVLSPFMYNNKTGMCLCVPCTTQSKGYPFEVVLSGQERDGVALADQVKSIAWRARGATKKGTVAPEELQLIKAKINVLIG
SSB-PriA inh = inhibitors of Klebsiella pneumoniae PriA binding to SSB C-terminal tail, primary screen, biochemical, AlphaScreen | inhibition, % at 33 µM | AlphaScreen SSBct-PriA binding, biotinylated peptide | PriA–SSB C-terminal tail interaction (Klebsiella pneumoniae) | AID 1272365, 2023 | actives 0.6% (n = 430,000); in the data active means inhibition mostly above about 37%, no sharp cut-off; inactive means mostly below about 20%;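 further: plate controls were negative control peptide for no effect and reference peptide for full effect; strong numbers were not always called active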
Rv3671c inh = Rv3671c serine protease inhibitors, primary screen, biochemical, fluorescence polarization, M. tuberculosis H37Rv; actives 0.048% (n = 320,000); inhibition, % at 5.96 µM; AID 2606, 2010; in the data active means inhibition above about 38%;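 further: extracellular domain of Rv3671c used as enzyme; 0% = enzyme with DMSO and 100% = no enzyme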
Target sequence (P9WHR9 whole entry, looked up, the tested form may be a part): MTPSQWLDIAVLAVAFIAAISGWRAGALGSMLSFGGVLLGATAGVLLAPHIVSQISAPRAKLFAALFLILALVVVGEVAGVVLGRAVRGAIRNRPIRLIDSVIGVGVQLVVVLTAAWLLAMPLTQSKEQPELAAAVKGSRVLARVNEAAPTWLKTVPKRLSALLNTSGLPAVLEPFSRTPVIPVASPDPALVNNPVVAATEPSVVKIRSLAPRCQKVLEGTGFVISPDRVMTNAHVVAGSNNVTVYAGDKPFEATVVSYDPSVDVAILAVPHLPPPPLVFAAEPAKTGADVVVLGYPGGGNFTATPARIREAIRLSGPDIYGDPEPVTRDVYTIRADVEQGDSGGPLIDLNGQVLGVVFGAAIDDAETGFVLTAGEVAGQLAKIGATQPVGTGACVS
UGM FP inh = M. tuberculosis UGM enzyme inhibitors, primary screen, biochemical, fluorescence polarization, single point; UDP-galactopyranose mutase (Mycobacterium tuberculosis (strain ATCC 25618 / H37Rv)), …; purified UGM, fluorescence polarization probe displacement; inhibition, % at 10 µM; actives 0.06% (n = 320,000); AID 504406, 2011; in the data active means inhibition above about 10%, passing the limit was not always enough
The depositor's hits bear a star; i = inactive; nt = not tested or not shown.

(1) COc1ccc(C(=O)COc2ccc3c(C)cc(=O)oc3c2)cc1
(2) COc1ccc(OC)c(NC(=S)N2c3ccccc3CC2C)c1 (configuration not stated)
(3) CC1CCCN(C(=S)Nc2ccc(Nc3ccccc3)cc2)C1 (configuration not stated)
(4) CC1CCCN(Cc2nc3c(c(=O)n(C)c(=O)n3C)n2Cc2c(F)cccc2Cl)C1 (configuration not stated)
(5) CNC(=S)N/N=C/c1ccc(-c2ccc(Cl)c([N+](=O)[O-])c2)o1
(6) CCC(=O)N1CCc2cc(S(=O)(=O)N3CCN(c4ccccc4)CC3)ccc21
Compound	1	2	3	4	5	6
Mtb BioA inh	-2.0	0.1	nt	-1.0	nt	-2.9
BH1578 lux ind	0.4	-0.3	-0.7	-0.6	-0.4	-0.4
GDH-TPI inh	0	4	6	-5	23	0
SARS 3CLpro inh	-1	6	-6	3	-4	-6
Mtb FBA inh	8	2	-1	-1	-3	2
DUSP3 inh	4	18	22	-2	11	-3
MazF activator	10	-17	5	10	10	16
SSB-PriA inh	-1	29	17	-7	nt	-11
Rv3671c inh	0	-2	24	-4	-7	12
UGM FP inh	1.6	-0.5	-0.3	2.8	-0.5	-1.2

The list goes on; the last 4 above are carried over.
(3) CC1CCCN(C(=S)Nc2ccc(Nc3ccccc3)cc2)C1 (configuration not stated)
(4) CC1CCCN(Cc2nc3c(c(=O)n(C)c(=O)n3C)n2Cc2c(F)cccc2Cl)C1 (configuration not stated)
(5) CNC(=S)N/N=C/c1ccc(-c2ccc(Cl)c([N+](=O)[O-])c2)o1
(6) CCC(=O)N1CCc2cc(S(=O)(=O)N3CCN(c4ccccc4)CC3)ccc21
(7) Cc1ccccc1C1CC(c2ccc(Br)cc2)Nc2nc(N)nn21 (configuration not stated)
(8) NS(=O)(=O)c1ccc(NC(=O)CSc2nc3ccccc3n2-c2ccccc2)cc1
(9) O=C1CC(N2CCCCCC2)C(=O)N1c1ccc2c(c1)OCO2 (configuration not stated)
(10) CC(OC(=O)CNC(=O)COc1ccccc1)C(=O)N(C)Cc1ccccc1 (configuration not stated)
(11) COc1ccc(C(=O)Nc2ccc(Cl)cc2C(=O)N2CCOCC2)cc1
(12) Cn1c(Cc2nc3ccccc3n2C)nc2ccccc21
Compound	3	4	5	6	7	8	9	10	11	12
Mtb BioA inh	nt	-1.0	nt	-2.9	0.5	-2.1	0.2	nt	-0.4	0.0
BH1578 lux ind	-0.7	-0.6	-0.4	-0.4	i	7.7	-4.8	i	0.7	0.6
GDH-TPI inh	6	-5	23	0	-4	-1	18	6	-2	0
SARS 3CLpro inh	-6	3	-4	-6	-3	2	-2	nt	0	nt
Mtb FBA inh	-1	-1	-3	2	6	-2	5	-2	0	2
DUSP3 inh	22	-2	11	-3	25	26	8	nt	6	nt
MazF activator	5	10	10	16	8	15	-3	10	0	9
SSB-PriA inh	17	-7	nt	-11	8	1	-5	-17	6	-11
Rv3671c inh	24	-4	-7	12	9	-17	-2	0	4	2
UGM FP inh	-0.3	2.8	-0.5	-1.2	0.7	-2.5	-2.3	-0.7	-0.1	1.2

(13) CCOc1cc(C(=O)N2CCCC2)cc(OCC)c1OCC
(14) COc1ccc(-c2cc(-c3ccccc3)[n+](C)c(-c3ccccc3)c2)cc1
(15) CC(NCc1ccc2c(c1)OCO2)C(=O)N1CCc2ccccc21 (configuration not stated)
(16) O=C(Nc1ccc(N2CCCC2)c(S(=O)(=O)Nc2cccc(C(F)(F)F)c2)c1)c1cccs1
(17) CC(C)c1nc(Cl)c(C#N)c2c1CSC(C)(C)C2
(18) CCCCCCCCCC[n+]1cccc(C(=O)N(CC)CC)c1
Compound	13	14	15	16	17	18
Mtb BioA inh	1.0	nt	nt	nt	nt	nt
BH1578 lux ind	i	-0.7	0.3	0.2	-0.4	i
GDH-TPI inh	7	19	6	4	6	9
SARS 3CLpro inh	1	-1	1	8	0	-2
Mtb FBA inh	3	35*	0	-1	0	2
DUSP3 inh	-8	22	-2	5	35	-6
MazF activator	9	13	1	2	3	7
SSB-PriA inh	0	-13	-15	1	-12	-15
Rv3671c inh	3	2	5	-63	-8	-4
UGM FP inh	1.8	1.3	0.5	-0.6	1.0	-3.4

(19) O=C(CSCc1ccccc1Br)NC1CC1
(20) Cc1ccc(N2C(=O)[C@@H]3C(C(=O)CN4C(=O)c5ccccc5C4=O)=NN[C@@H]3C2=O)c(C)c1
(21) CCc1cc2c3c([nH]c2cc1S(=O)(=O)N1CCC2(CC1)OCCO2)CCCC3=O
(22) CCN(CC(=O)N1CCN(Cc2ccccc2)CC1)S(=O)(=O)c1ccc(C)cc1
(23) CC(C)[C@@H](C(=O)NCC1CCCO1)N1C(=O)N2CCc3c([nH]c4ccccc34)[C@@]2(C)C1=O (some centres not stated)
(24) COc1ccc(OC)c(N(CCN2C(=O)c3ccccc3C2=O)C(=O)C2CCC(=O)C2C)c1 (configuration not stated)
Compound	19	20	21	22	23	24
Mtb BioA inh	-1.4	-2.4	2.9	0.5	1.6	nt
BH1578 lux ind	i	-0.3	-0.3	-0.4	-0.6	i
GDH-TPI inh	4	6	-9	8	7	-1
SARS 3CLpro inh	0	-3	-1	-5	1	nt
Mtb FBA inh	-3	-1	-6	-1	0	-1
DUSP3 inh	-7	-18	25	14	1	nt
MazF activator	7	-1	0	4	-1	8
SSB-PriA inh	-8	3	-9	2	8	nt
Rv3671c inh	8	19	-1	1	-3	nt
UGM FP inh	-1.2	3.5	-1.1	-2.0	6.2	nt

(25) Brc1ccccc1-n1nnc(-c2cccnc2)n1
(26) COc1cccc(CN(C)S(=O)(=O)c2ccc3c(c2)OCCO3)c1
(27) Cc1ccc(C)c(NC(=O)c2ccc[n+](Cc3ccc([N+](=O)[O-])cc3)c2)c1
(28) N/C(Cc1ccc(Cl)cc1Cl)=N\OC(=O)Cc1cccs1
(29) O=C(NCCCO)C(=O)Nc1ccc2c(c1)N(S(=O)(=O)c1cccs1)CCC2
(30) O=C1C(=O)N(CCN2CCOCC2)C(c2ccc(Cl)cc2)/C1=C(/O)c1ccc(S(=O)(=O)N2CCOCC2)cc1 (configuration not stated)
Compound	25	26	27	28	29	30
Mtb BioA inh	9.5	-1.1	2.1	nt	1.2	-2.0
BH1578 lux ind	-0.5	i	1.0	-0.3	-0.3	i
GDH-TPI inh	5	-5	8	2	7	11
SARS 3CLpro inh	-3	nt	0	0	nt	-9
Mtb FBA inh	0	-1	3	0	4	-1
DUSP3 inh	25	nt	41	8	nt	8
MazF activator	6	5	-2	-2	3	-8
SSB-PriA inh	31	-25	-3	nt	4	nt
Rv3671c inh	3	nt	-1	-4	2	-11
UGM FP inh	2.6	nt	0.6	nt	-0.3	3.1

(31) CCc1noc(C)c1C(=O)Nc1ccccc1C(C)(C)C
(32) CC(C)(C)NC(=O)CN(C(=O)CCN1CCCc2ccccc21)C(C)(C)C
(33) Cc1nnsc1C(=O)NNC(=O)c1ccc(C(F)(F)F)cc1
(34) CCC1C(=O)C(C)(C)C(=O)OC1c1ccc([N+](=O)[O-])cc1 (configuration not stated)
(35) CSc1cccc(CN2CCCC(CNC(=O)c3ccco3)C2)c1 (configuration not stated)
(36) COc1cc2c(c(OC)c1OC)-c1ccc(OC)c(=O)cc1C(NC(=O)c1ccccc1)CC2 (configuration not stated)
Compound	31	32	33	34	35	36
Mtb BioA inh	-1.3	-2.6	-0.5	-1.0	0.9	nt
BH1578 lux ind	0.5	-0.2	-0.3	-0.3	-0.8	i
GDH-TPI inh	0	6	15	-1	2	15
SARS 3CLpro inh	2	2	6	4	-3	nt
Mtb FBA inh	17	5	-1	-1	0	0
DUSP3 inh	-3	0	3	115	10	nt
MazF activator	-3	10	-2	7	-3	9
SSB-PriA inh	-3	-6	-5	1	-8	-13
Rv3671c inh	0	-4	0	-3	3	nt
UGM FP inh	1.4	-0.7	5.0	-0.4	-2.1	nt

(37) CCc1nc2oc3ccccc3c(=O)c2c(=O)n1Cc1ccccc1
(38) O=C1CCN(Cc2ccccc2)CCN1[C@H](CO)c1ccccc1
(39) CCOC(=O)CNC(=O)N1CCCC(C(=O)c2cc(C)c(OC)c(C)c2)C1 (configuration not stated)
(40) CC(=O)Nc1cccc(/C(C)=N/N2C(C)CCCC2C)c1 (configuration not stated)
(41) CC(C)N(C(=O)Cn1c(SCC(=O)NC2CC2)nc2ccccc21)C(C)C
(42) COc1ccc(CN2CCOCCOCCOCC2)cc1
Compound	37	38	39	40	41	42
Mtb BioA inh	nt	-5.4	-0.3	-1.5	-1.2	nt
BH1578 lux ind	-0.2	-8.3	-0.8	i	i	-0.4
GDH-TPI inh	8	1	3	11	11	12
SARS 3CLpro inh	4	-10	-5	5	-2	-4
Mtb FBA inh	1	0	1	1	-4	-2
DUSP3 inh	28	-3	-2	-2	13	-3
MazF activator	2	5	-2	-2	-1	-3
SSB-PriA inh	5	6	0	nt	-4	-3
Rv3671c inh	0	-3	2	-4	-1	10
UGM FP inh	-2.0	-1.1	0.4	1.2	-0.5	-3.5

(43) CC1CCCCC1NC(=O)CC1Oc2ccccc2NC1=O (configuration not stated)
(44) O=C(NCc1ccccc1C(F)(F)F)c1cccc2c1C(=O)c1ccc(N3CCC(N4CCCCC4)CC3)cc1S2(=O)=O
(45) CCOCC(=O)Nc1nnc(SCCOC)s1
(46) COc1ccc(C(=O)O/N=C(/c2ccccc2)c2ccncc2)cc1
(47) Cc1ccc(CNC(=O)C2CCC(=O)N(CCc3cccc(F)c3)C2)s1 (configuration not stated)
(48) CCc1ccc2oc(-c3cc(N)ccc3Cl)nc2c1
Compound	43	44	45	46	47	48
Mtb BioA inh	0.0	-9.2	nt	nt	0.0	1.4
BH1578 lux ind	-0.2	0.5	-0.2	-0.3	1.6	-0.2
GDH-TPI inh	11	-5	-4	-1	0	17
SARS 3CLpro inh	3	nt	1	9	3	2
Mtb FBA inh	5	-12	3	0	0	13
DUSP3 inh	-4	nt	-31	18	13	18
MazF activator	4	-148	2	1	5	-3
SSB-PriA inh	-7	nt	-10	nt	-7	-32
Rv3671c inh	-5	nt	-5	-12	nt	-1
UGM FP inh	0.4	nt	0.8	-0.2	nt	0.7

(49) N#CCc1c(C#N)c(N)nc(N2CCOCC2)c1C#N
(50) Clc1ccc(SCc2cc(-c3ccccc3)on2)cc1
(51) O=C(O)c1ccc(NCc2ccc(Br)cc2)cc1
(52) Cc1ccccc1NC(=O)OCc1cccnc1Sc1ccc(Cl)cc1
Compound	49	50	51	52
Mtb BioA inh	11	-1.1	nt	-1.2
BH1578 lux ind	-1.9	-0.6	1.6	-0.5
GDH-TPI inh	16	1	-8	20
SARS 3CLpro inh	nt	3	4	1
Mtb FBA inh	2	2	1	-1
DUSP3 inh	nt	10	8	3
MazF activator	-8	-1	8	-5
SSB-PriA inh	-2	-8	-18	-8
Rv3671c inh	-5	2	2	-6
UGM FP inh	3.0	1.7	-1.4	-1.1

Nos. 51–52 of the list above:
(51) O=C(O)c1ccc(NCc2ccc(Br)cc2)cc1
(52) Cc1ccccc1NC(=O)OCc1cccnc1Sc1ccc(Cl)cc1
Compound	51	52
Mtb BioA inh	nt	-1.2
BH1578 lux ind	1.6	-0.5
GDH-TPI inh	-8	20
SARS 3CLpro inh	4	1
Mtb FBA inh	1	-1
DUSP3 inh	8	3
MazF activator	8	-5
SSB-PriA inh	-18	-8
Rv3671c inh	2	-6
UGM FP inh	-1.4	-1.1

Compound activity as filed in PubChem BioAssay.

A portion of the library; the hit share may differ from the screen's.
